MITF act: increases MITF-driven TRPM1 promoter luciferase signal | SK-MEL-5 TRPM1-promoter luciferase, 24 h; % of positive control, neutral wells = 0 | activation, % at 12.5 µM | actives 0.75% (n = 300,000);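 active = mean activation of at least 80% with every replicate also reaching 80%; inconclusive = mean reaches 80% but some replicate falls short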;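 note: 0% = neutral control wells and 100% = parthenolide positive control wells; values of inactives mirror those of a sister screen read the other way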
dFosB activator: activators of mouse delta FosB homodimer | actives 0.99% (n = 340,000) | P13346 | activation, % at 25 µM | AID 493131 | purified delta FosB, TAMRA-CDK5 oligo fluorescence polarization; percent of positive-control signal above neutral wells;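 active = mean activation above about 17%, with every replicate also reaching it, limit read from the data, passing the limit was not always enough; inconclusive = only one of the two conditions met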;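 note: fluorescence polarization rise as delta FosB binds a TAMRA Cdk5 AP-1 oligo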
SR-BI DiI inh: inhibitors of mouse SR-BI mediated HDL lipid uptake. Q61009. ldlA[mSR-BI] CHO cells, DiI-HDL uptake fluorescence, 3 h. inhibition, % at 12.5 µM. actives 0.96% (n = 320,000). AID 488896;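 active = mean replicate inhibition of at least 70% and a set share of replicates each scoring 70 or more; inconclusive = meets just one of the two criteria; inactive = fails both criteria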;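 note: 0% = median of neutral control wells and 100% = median of positive control wells; values of inactives mirror those of a sister screen read the other way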
HTR5A inv ctr: inverse agonist of human HTR5A in OPRM1-OPRD1 counter-screen | actives 0.083% (n = 340,000) | HTR5A cell line, luminescence, inverse agonism | inhibition, % at 9.3 µM | P47898; in the data active = inhibition mostly above about 23%, no sharp cut-off; inactive = mostly below about 18%;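 note: 0% = cells with DMSO and 100% = no-cell wells with DMSO; some compounds called inactive have numbers as strong as hits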
Target sequence (P47898 whole entry, looked up): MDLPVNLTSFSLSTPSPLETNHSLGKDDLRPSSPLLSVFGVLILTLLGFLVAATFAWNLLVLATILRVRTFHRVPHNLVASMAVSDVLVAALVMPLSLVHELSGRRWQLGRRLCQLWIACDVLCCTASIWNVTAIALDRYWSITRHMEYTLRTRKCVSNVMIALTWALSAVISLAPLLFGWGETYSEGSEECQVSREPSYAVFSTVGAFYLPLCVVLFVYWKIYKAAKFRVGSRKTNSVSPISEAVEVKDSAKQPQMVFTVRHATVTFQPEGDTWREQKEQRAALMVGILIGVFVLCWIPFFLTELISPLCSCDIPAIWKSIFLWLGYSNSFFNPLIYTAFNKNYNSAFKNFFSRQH
CDK5 inh: CDK5/p35 (human) kinase inhibition; Q00535+Q15078; Recombinant CDK5/p35, ADP-Glo luminescence, 60 min; inhibition, % at 10 µM; actives 0.01% (n = 330,000);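 active = highest replicate inhibition of at least 50% and at least 75% of replicates reaching 50%; inconclusive = only one of the two criteria met; inactive = both criteria failed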;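 note: plate controls were DMSO neutral control for no effect and GW8510 at 10 µM for full effect; many of its hits are not listed in these tables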
Target sequence (Q00535 whole entry, looked up): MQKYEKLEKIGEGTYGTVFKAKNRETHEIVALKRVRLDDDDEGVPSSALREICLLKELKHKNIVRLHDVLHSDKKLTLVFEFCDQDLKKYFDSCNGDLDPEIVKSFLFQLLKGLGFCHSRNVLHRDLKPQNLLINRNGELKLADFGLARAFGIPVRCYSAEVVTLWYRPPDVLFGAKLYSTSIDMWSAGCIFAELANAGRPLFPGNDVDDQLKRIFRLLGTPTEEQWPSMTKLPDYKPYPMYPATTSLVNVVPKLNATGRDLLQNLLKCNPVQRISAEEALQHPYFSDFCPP
Target sequence (Q15078 whole entry, looked up): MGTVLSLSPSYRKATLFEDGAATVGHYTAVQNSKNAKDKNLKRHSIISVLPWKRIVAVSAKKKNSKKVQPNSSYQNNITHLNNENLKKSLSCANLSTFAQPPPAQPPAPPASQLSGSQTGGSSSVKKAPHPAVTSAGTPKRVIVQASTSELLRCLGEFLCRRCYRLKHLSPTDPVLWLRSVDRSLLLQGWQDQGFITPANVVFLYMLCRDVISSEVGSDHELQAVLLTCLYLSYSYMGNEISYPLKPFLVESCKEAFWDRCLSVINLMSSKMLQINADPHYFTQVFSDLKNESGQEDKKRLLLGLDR
PvdQ acylase: P. aeruginosa PvdQ acylase inhibition; purified PvdQ acylase, fluorescence plate reader; inhibition, % at 10 µM; actives 0.063% (n = 340,000); AID 488965; in the data active = inhibition above about 30%, passing the limit was not always enough; inconclusive = no clear call, values can overlap the other calls;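 note: 0% = vehicle neutral wells and 100% = reference inhibitor wells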
Wnt bcat act: activators of Wnt/beta-catenin signaling; Wnt/beta-catenin reporter cell assay, activator, plate reader; activation, % at 9.35 µM; actives 1.2% (n = 300,000); AID 743398; in the data active = activation above about 30%, passing the limit was not always enough; inconclusive = no clear call, values can overlap the other calls;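 note: 0% = neutral control wells and 100% = positive control wells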
HTR5A ag: activates human HTR5A in OPRM1-OPRD1 agonist counter-screen. P47898. HTR5A agonist assay, luminescence, cell-based. activation, % at 9.3 µM. actives 0.61% (n = 340,000); in the data active = activation mostly above about 9.5%, no sharp cut-off; inactive = mostly below about 7.6%;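 note: 0% = cells with vehicle only and 100% = reference agonist; strong numbers were not always called active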
V-ATPase pHluor: regulators of yeast V-ATPase proton transport. AID 504577. actives 0.37% (n = 350,000). response, % at 10 µM. S. cerevisiae, pHLuorin cytosolic pH fluorescence; in the data active = response mostly above about 7.3%, no sharp cut-off; inactive = mostly below about 5.4%; note: actives read high; inactives centre near 0; some compounds called inactive have numbers as strong as hits; reference of the scale not given here
NSD2 inh: inhibitors of human histone methyltransferase NSD2. actives 0.54% (n = 310,000). NSD2 peptide methylation, AlphaScreen, 120 min. inhibition, % at 12.5 µM; in the data active = inhibition above about 50%
Starred values were filed as active, the others as inactive; ? = inconclusive; . = no result given. Outcome played no part in choosing rows; overall some 5% were active at least once.

SMILES	MITF act	dFosB activator	SR-BI DiI inh	HTR5A inv ctr	CDK5 inh	PvdQ acylase	Wnt bcat act	HTR5A ag	V-ATPase pHluor	NSD2 inh
CC(NC(=O)C1CCCN(S(=O)(=O)c2ccc(-n3cnnn3)cc2)C1)c1ccc(F)cc1 (stereo not given)	-17	0	5	-4	0.2	-4	2	1	0	2
CCOc1cccc2cc(C(=O)NCc3ccc(OC)cc3)c(=N)oc12	-12	-7	-12	-11	-2.8	-14	3	5	1	-3
COc1ccccc1N(Cc1ccccc1)S(=O)(=O)c1cccc(C(=O)NC2CC(C)(C)NC(C)(C)C2)c1	-2	-31	-14	16	0.0	-4	-5	1	-6	-2
CC(C)(C)NC(=O)c1ccc(NC(=O)CSc2ccccc2)cc1	3	3	-5	-3	2.4	-7	-11	1	5	6
COc1ccc2cc3c(N)nn(C(=O)C4CCC(C(C)(C)C)CC4)c3nc2c1 (stereo not given)	.	-12	-3	-19	0.9	0	-10	7	-4	.
CSc1ncc(CN2CCN(C3CCCCC3)C(CCO)C2)cn1 (stereo not given)	4	2	-20	-7	-1.0	-2	2	1	-3	1
COc1cc(NC(=O)CCc2ccccc2)c(C(=O)O)cc1OC	-6	4	-24	-4	-0.3	-13	.	2	4	-3
CCc1ccccc1-n1c(-c2ccncc2)n[nH]c1=S	-5	-5	-15	-5	-0.5	-14	1	-4	-1	13
Cc1ccc(-c2nn(-c3cc(Cl)ccc3[N+](=O)[O-])c(=O)c3ccccc23)cc1C	10	-8	40	3	1.2	7	0	-2	3	2
O=C(CSc1ncnc2c1oc1ccccc12)NCc1ccc(F)cc1	-6	14	-19	14	1.0	13	-1	-5	-1	.
COC(=O)/C=C1\SC(=NC(=O)c2ccc(OC)cc2)NC1=O	8	-14	3	3	1.2	-12	-3	-1	2	-4
Cc1cccc(C)c1NC(=O)Nc1ccc(S(N)(=O)=O)cc1	5	1	-4	10	-1.5	-25	2	-3	-2	-2
Cc1onc(-c2ccccc2)c1C(=O)NCc1ccc(F)cc1	-2	-3	3	5	-0.4	-14	0	2	0	-2
CCOc1ccccc1NC(=O)Cn1c(=O)n(-c2ccccc2)c(=O)c2oc3ccccc3c21	-10	5	0	2	-0.6	-13	-8	-1	-1	-1
C=CCN(CC=C)S(=O)(=O)c1ccc(NC(=S)NC(=O)c2ccc(-c3ccccc3)cc2)cc1	-3	-1	58	14	-1.6	-9	.	1	2	-4
N#Cc1c(/N=C/c2ccc(-c3ccc(C(=O)O)c(Cl)c3)o2)sc2c1CCCC2	13	-3	-16	-1	2.5	1	0	1	-3	28
CCCNC(=O)CSc1nccn1Cc1ccco1	-5	-4	-10	29	1.2	-9	2	-1	-2	0
CCOC(=O)C1=C(C)N(C)C(=O)NC1c1c(OC)ccc2ccccc12 (stereo not given)	0	-8	-27	-15	0.0	-14	-1	6	0	-1
Cc1ccc(C2SCCN2C(=O)c2ccc([N+](=O)[O-])cc2)cc1 (stereo not given)	9	-6	17	-9	-2.4	-3	.	-1	-2	4
O=c1[nH]nc(SCCS(=O)(=O)c2ccc(F)cc2)n1-c1ccc2c(c1)OCCO2	.	-4	-3	-15	-6.8	-17	-6	-4	-3	0
COc1cccc(C(=O)N(C)C(C)c2nc3ccccc3s2)c1 (stereo not given)	-6	-3	.	-10	-2.3	-13	-3	3	6	1
CCCCN(CC)CCNC(=O)C1CCCN(S(=O)(=O)c2cccc3nsnc23)C1 (stereo not given)	-4	-2	-2	3	2.2	-15	2	1	-1	29
COCC(=O)Nc1ccc(OC)c(Cl)c1	6	7	-5	-2	1.2	4	-1	1	-3	8
CCC1CCCCN1CCCNC(=O)c1ccc2c(=O)n(Cc3ccc(OC)cc3)c(=O)[nH]c2c1 (stereo not given)	12	-3	3	-42	-0.5	-14	-2	1	2	.
Cc1ccc(CNC(=O)C(=O)NCCC2CCCCN2S(=O)(=O)c2ccc(C)cc2)cc1 (stereo not given)	-5	-9	7	2	0.5	-12	1	-1	0	0

Gathered by group: the compounds so far with a furan ring, fused or not
SMILES	MITF act	dFosB activator	SR-BI DiI inh	HTR5A inv ctr	CDK5 inh	PvdQ acylase	Wnt bcat act	HTR5A ag	V-ATPase pHluor	NSD2 inh
O=C(CSc1ncnc2c1oc1ccccc12)NCc1ccc(F)cc1	-6	14	-19	14	1.0	13	-1	-5	-1	.
CCOc1ccccc1NC(=O)Cn1c(=O)n(-c2ccccc2)c(=O)c2oc3ccccc3c21	-10	5	0	2	-0.6	-13	-8	-1	-1	-1
N#Cc1c(/N=C/c2ccc(-c3ccc(C(=O)O)c(Cl)c3)o2)sc2c1CCCC2	13	-3	-16	-1	2.5	1	0	1	-3	28
CCCNC(=O)CSc1nccn1Cc1ccco1	-5	-4	-10	29	1.2	-9	2	-1	-2	0

The list goes on:
SMILES	MITF act	dFosB activator	SR-BI DiI inh	HTR5A inv ctr	CDK5 inh	PvdQ acylase	Wnt bcat act	HTR5A ag	V-ATPase pHluor	NSD2 inh
O=C(O)c1ccc(C(=O)O)c(C(=O)c2ccccc2)c1	-16	-3	-17	-18	0.7	3	.	7	2	-1
O=C1CCC(=O)N1c1ccc(NCc2ccccc2Cl)c([N+](=O)[O-])c1	3	-1	17	10	-2.0	-5	.	-1	0	0
CCC(=O)Nc1cc(-c2nn(C)c(=O)c3ccccc23)ccc1N1CCCCC1	-11	-3	30	-16	1.3	14	1	-2	-4	-1
CC1CCCCN1CC(=O)Nc1ccc(N2CCCCCC2)cc1 (stereo not given)	6	-8	-18	-7	0.2	-13	-1	3	1	29
COc1ccc(/C=C2/CCOC2=O)cc1	-6	-11	-11	-20	-1.3	3	.	8	-1	0
O=C(O)C1CCCCC1C(=O)NCc1cn2ccccc2n1 (stereo not given)	0	0	2	3	-0.8	7	3	1	1	.
O=C(NC1CCCC1)C1CC(=O)N(c2ccc(F)c(Cl)c2)C1 (stereo not given)	1	-5	-12	-7	-0.8	-8	1	2	0	5
O=C1[C@@H]2C(c3cccnc3)=NO[C@@H]2C(=O)N1c1ccc2ccccc2c1	.	-6	-16	26	0.8	-14	-2	-3	-2	6
O=C(c1ccc2nc(Cc3cccc(Cl)c3)oc2c1)N1CCC[C@H]1CO	-12	-1	-12	-12	1.3	9	-2	3	1	-4
O=C(CCSc1nc(-c2ccc3c(c2)OCO3)cc(C(F)(F)F)n1)NCc1ccccc1	-12	-13	?	9	-0.8	3	.	1	2	10
COc1cccc(N2CC(C(=O)Nc3nnc(SCc4cccnc4)s3)CC2=O)c1 (stereo not given)	-6	-7	7	-7	-8.7	-11	-2	3	-4	0
O=C(NCC(=O)N1CCN(c2ncc(C(F)(F)F)cc2Cl)CC1)c1ccc(Br)o1	4	-11	7	-12	1.0	-7	0	-1	-6	1
COc1ccc(CCNc2cc(C)nc3c(-c4ccccc4)c(C)nn23)cc1OC	5	-5	8	-10	-1.9	-6	0	4	0	-2
CCc1nnc(NC(=O)CSc2nc(-c3ccc(F)cc3)cc(-c3ccccc3)c2C#N)s1	-15	2	41	9	0.2	-10	-4	-3	-1	-1
C=CC(C)(C)c1cc2cc3ccoc3cc2oc1=O	40	4	-4	-4	-0.6	-1	-1	3	1	.
CC(=O)C1=C(C)NC(SCC(N)=O)=C(C#N)C1c1cccs1 (stereo not given)	13	-8	-6	-12	-0.8	-9	0	-3	-1	0
O=C(CN1C(=O)NC2(CCCCC2)C1=O)Nc1cc(C(F)(F)F)ccc1N1CCOCC1	-6	-8	17	14	-1.8	-8	-1	5	0	-1
CC(=O)Nc1ccc(S(=O)(=O)NCc2ccncc2)cc1	-15	1	-25	-18	0.0	4	-2	2	-2	-4
CCN(C(=O)COC(=O)c1ccc(Br)o1)C1CCCCC1	-7	-2	5	9	-10	0	-16	4	0	-3
CC1(c2ccccc2)NC(=O)N(CC(=O)Nc2ccccc2N2CCCCC2)C1=O (stereo not given)	7	-14	-11	18	-0.4	-15	1	-7	6	2
CN(C)S(=O)(=O)c1ccc(C(=O)Nc2ccc3c(c2)CCC3)cc1	47	8	19	-1	0.6	0	22	0	-2	2
O=C(Cc1ccc(F)cc1)NC1CCS(=O)(=O)C1 (stereo not given)	-1	-1	-19	-3	-2.7	-15	1	1	0	-1
Cc1cc(C(=O)NC(Cc2c[nH]c3ccccc23)C(=O)O)c(C)o1 (stereo not given)	-2	1	1	-3	0.9	-13	2	4	1	-1
CSc1ccccc1NC(=O)CN(C)C(C)C(=O)Nc1ccc(C#N)cc1 (stereo not given)	-3	-4	31	15	-0.9	-6	-3	-5	1	-4
CN1C(N)=NC(=O)/C1=C/c1ccc(OC(F)(F)F)cc1	5	-8	22	-3	-0.7	5	2	1	2	.
CCOC(=O)CC1C(=O)NCCN1S(=O)(=O)c1ccc(C)cc1 (stereo not given)	-4	6	-14	5	0.3	-15	-1	-2	-2	3
O=C(Cn1c(=O)oc2cc(S(=O)(=O)N3CCOCC3)ccc21)N1CCc2ccccc2C1	-1	13	7	-29	1.9	-8	-4	10	-1	.

Full records from above:
`Cc1ccc(C2SCCN2C(=O)c2ccc([N+](=O)[O-])cc2)cc1` (stereo not given) is listed as MITF act: 9; dFosB activator: -6; SR-BI DiI inh: 17; HTR5A inv ctr: -9; CDK5 inh: -2.4; PvdQ acylase: -3; Wnt bcat act: .; HTR5A ag: -1; V-ATPase pHluor: -2; NSD2 inh: 4
`O=C(CCSc1nc(-c2ccc3c(c2)OCO3)cc(C(F)(F)F)n1)NCc1ccccc1` is listed as MITF act: -12; dFosB activator: -13; SR-BI DiI inh: ?; HTR5A inv ctr: 9; CDK5 inh: -0.8; PvdQ acylase: 3; Wnt bcat act: .; HTR5A ag: 1; V-ATPase pHluor: 2; NSD2 inh: 10

Grouped by structure, those above containing an NH in an aromatic ring.
SMILES	MITF act	dFosB activator	SR-BI DiI inh	HTR5A inv ctr	CDK5 inh	PvdQ acylase	Wnt bcat act	HTR5A ag	V-ATPase pHluor	NSD2 inh
CCc1ccccc1-n1c(-c2ccncc2)n[nH]c1=S	-5	-5	-15	-5	-0.5	-14	1	-4	-1	13
O=c1[nH]nc(SCCS(=O)(=O)c2ccc(F)cc2)n1-c1ccc2c(c1)OCCO2	.	-4	-3	-15	-6.8	-17	-6	-4	-3	0
CCC1CCCCN1CCCNC(=O)c1ccc2c(=O)n(Cc3ccc(OC)cc3)c(=O)[nH]c2c1 (stereo not given)	12	-3	3	-42	-0.5	-14	-2	1	2	.
Cc1cc(C(=O)NC(Cc2c[nH]c3ccccc23)C(=O)O)c(C)o1 (stereo not given)	-2	1	1	-3	0.9	-13	2	4	1	-1

Source: PubChem BioAssay (several laboratories)
